LMPTP block – LMPTP (human) inhibition; recombinant LMPTP-A, OMFP fluorogenic substrate, fluorescence intensity; P24666; inhibition, % at 20 µM; 360,000 compounds, 0.22% hits;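 active = compounds that cut the enzyme signal by at least half of the control window in the single-dose screen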;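 also: plate controls were DMSO wells with enzyme plus substrate for no effect and substrate without enzyme for full effect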
Target sequence (P24666 whole entry, looked up): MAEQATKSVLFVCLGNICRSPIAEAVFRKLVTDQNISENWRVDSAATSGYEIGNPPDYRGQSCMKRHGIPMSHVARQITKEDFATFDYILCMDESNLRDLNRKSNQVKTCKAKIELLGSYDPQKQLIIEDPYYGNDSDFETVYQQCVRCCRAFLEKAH
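Assay system: LMPTP-A phosphatase enzyme | Input: 0.625 nM enzyme | Also added: Fluorogenic phosphatase substrate OMFP at 400 µM final | Compound dosing: One test concentration per compound, 20 µM, with 3% DMSO overall | Schedule: 50 min enzyme reaction at room temperature, protected from light | Signal: Fluorescence intensity | Benchmarks: no-enzyme and uninhibited controls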
MsrA inh – bovine MsrA inhibition; 360,000 compounds, 0.75% hits; AID 651718; inhibition, % at 15.5 µM; purified bovine MsrA, absorbance read-out; in the data active = inhibition above about 4.5%;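 also: 0% = vehicle wells with enzyme and 100% = reference inhibitor wells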
SUMO1 PPI mod – SUMO1-SIM interaction modulation; SUMO1 binding to a labelled peptide, TR-FRET, 1 h; inhibition, % at 20 µM; 360,000 compounds, 0.33% hits; in the data active = inhibition above about 37%
Target sequence (P63165 whole entry, looked up): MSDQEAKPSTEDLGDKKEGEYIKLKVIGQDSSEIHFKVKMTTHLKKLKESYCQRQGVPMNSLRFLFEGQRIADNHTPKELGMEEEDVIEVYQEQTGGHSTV
Tb MetRS inh – blocks T. brucei methionyl-tRNA synthetase activity; purified T. brucei MetRS, ATP depletion, Kinase-Glo luminescence; inhibition, % at 11.9 µM; 360,000 compounds, 0.4% hits;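 active = inhibition above a per-plate cutoff of the control wells' mean inhibition plus 3 SD, cut at about 5.5% in these data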;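 also: 0% = DMSO wells median and 100% = median of wells with control inhibitor compound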
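Material: parasite MetRS enzyme / Replication: singlicate, one well per compound / Signal: luminescence of leftover ATP / Schedule: 2 h aminoacylation at 25 °C after 15 min preincubation / Medium: HEPES-MgCl2-KCl buffer plus DTT, spermine, BSA, pyrophosphatase / Doses: 11.9 µM single point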
STEP block – inhibitors of human striatal-enriched phosphatase STEP; recombinant STEP, OMFP fluorogenic substrate, fluorescence; inhibition, % at 20 µM; 360,000 compounds, 0.25% hits; AID 588621;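 active = inhibition at 20 µM, scaled per plate between control wells, above about 37%, limit read from the data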;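 also: 0% = DMSO with enzyme and substrate and 100% = substrate only without enzyme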
Target sequence (P54829 whole entry, looked up): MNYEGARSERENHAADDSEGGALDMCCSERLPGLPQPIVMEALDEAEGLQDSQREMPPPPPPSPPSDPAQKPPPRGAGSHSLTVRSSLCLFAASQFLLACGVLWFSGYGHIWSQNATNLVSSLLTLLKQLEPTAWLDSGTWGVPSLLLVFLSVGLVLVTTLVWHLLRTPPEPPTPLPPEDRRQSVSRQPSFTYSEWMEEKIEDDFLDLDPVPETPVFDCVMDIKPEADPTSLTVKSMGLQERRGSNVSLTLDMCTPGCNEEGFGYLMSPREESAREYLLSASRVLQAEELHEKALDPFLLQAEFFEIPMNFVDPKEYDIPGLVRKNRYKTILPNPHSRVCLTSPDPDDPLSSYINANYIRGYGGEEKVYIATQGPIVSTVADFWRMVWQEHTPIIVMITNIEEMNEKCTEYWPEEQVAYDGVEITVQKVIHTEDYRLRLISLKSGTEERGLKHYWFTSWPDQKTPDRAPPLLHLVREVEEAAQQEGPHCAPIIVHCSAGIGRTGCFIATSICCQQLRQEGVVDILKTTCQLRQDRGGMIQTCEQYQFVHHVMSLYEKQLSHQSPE
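System: isolated STEP enzyme; schedule: 20 min enzyme reaction at room temperature, protected from light; medium: Bis-Tris buffer pH 6.0, 2.5 mM DTT, 0.005% Tween 20; signal: fluorescence, 480/540 nm; dosing: single compound dose of 20 µM, 1% DMSO final; also added: OMFP substrate, 25 µM final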
DNMT1 block – blocks human DNA methyltransferase DNMT1; P26358; DNMT1 molecular beacon, Hinp1I cleavage, fluorescence; inhibition (reported as % activation of signal), % at 10 µM; 360,000 compounds, 0.83% hits; AID 588458; in the data active = inhibition above about 50%
Scp-1 inhibitor – Scp-1 (human) phosphatase inhibition. 340,000 compounds, 0.88% hits. inhibition, % at 20 µM. AID 493091. Recombinant Scp1, phosphopeptide, malachite green phosphate absorbance. Q9GZU7;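 active = inhibition above about 50% at 20 µM, limit read from the data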;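 also: plate controls were DMSO wells with enzyme for no effect and wells lacking enzyme for full effect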
Target sequence (Q9GZU7 76-261 limits assumed): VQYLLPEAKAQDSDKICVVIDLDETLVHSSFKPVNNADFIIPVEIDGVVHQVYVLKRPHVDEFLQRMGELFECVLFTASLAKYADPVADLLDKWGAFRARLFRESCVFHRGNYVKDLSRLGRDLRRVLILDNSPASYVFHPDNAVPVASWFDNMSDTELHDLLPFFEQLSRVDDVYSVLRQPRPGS
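Test system: SCP-1 phosphatase catalytic domain, residues 76-261; measured by: colorimetric phosphate reagent with accelerator and stabiliser, absorbance at 630 nm; timing: enzyme reaction 45 min at room temperature, colour 5 min, stabilisation 30 min; also added: Phosphorylated 17-residue peptide substrate; compound dosing: one concentration, 20 µM, with 1.0% DMSO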
CSN deneddyl inh – inhibitors of human CSN-mediated cullin deneddylation; Q92905; Purified CSN, SCF-Nedd8-OG deneddylation, fluorescence polarization; inhibition, % at 12.5 µM; 360,000 compounds, 0.38% hits;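 active = pattern-corrected inhibition above about 35%, with an unprinted fluorescence ratio check between 0.5 and 1.5, limit read from the data, passing the limit was not always enough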;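 also: 0% = enzyme with substrate and 100% = substrate without enzyme; some results filed as inactive read as strong as hits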
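Test system: Human Csn5 produced in HEK293T cells | Compound: 12.5 µM single point | Times: 90 min, room temperature | Signal: Fluorescence polarization readout | Read-out basis: % inhibition of substrate cleavage by Csn5 | Controls: no-enzyme wells high, enzyme-with-substrate wells low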
Rpn11 inh – Rpn11 (human) deubiquitinase inhibition | O00487 | human 26S proteasome, Ub4-pepOG fluorescence polarization; 20S core pre-blocked with epoxomicin | calls only at 20 µM | 360,000 compounds, 0.59% hits | AID 588493;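 active = inhibition at 20 µM, scaled to each plate's controls, above about 33%, limit read from the data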
NadD block – inhibitors of Staphylococcus aureus NadD; purified NadD enzyme, colorimetric absorbance read-out; inhibition, % at 20 µM; 360,000 compounds, 0.78% hits; in the data active = inhibition above about 26%; also: some compounds past the cut are filed as inactive
The depositor's hits bear a star; i = inactive; nt = not tested or not shown; + = active, no number.

SMILES	LMPTP block	MsrA inh	SUMO1 PPI mod	Tb MetRS inh	STEP block	DNMT1 block	Scp-1 inhibitor	CSN deneddyl inh	Rpn11 inh	NadD block
O=C(CSc1nc2ccccc2[nH]1)Nc1ccc2c(c1)CCC2	-0.8	-0.1	2	1.8	-3	-1	-2	-8	i	-5
O=C(c1ccc([N+](=O)[O-])cc1)N1CCSC1c1ccccc1Cl (configuration not stated)	-1.0	-0.8	-22	-0.1	-1	2	-5	5	i	-3
Nc1cc(OCC(F)(F)F)cc(OCC(F)(F)F)c1	-0.5	-1.2	15	0.0	0	-3	-3	-6	i	-7
Cc1cccc(N2C(=O)c3ccc(C(=O)Nc4c[nH]c(=O)[nH]c4=O)cc3C2=O)c1	-2.2	0.8	-23	-0.6	5	3	2	4	i	3
CCOC(=O)N1CCN(C(=O)Nc2ccc3nc(C)c(C)nc3c2)CC1	-0.2	1.3	20	-0.5	-4	1	-5	-1	i	-4
CC1(C)CC(=O)C=C(c2cccc(Br)c2)C1	-1.7	0.5	-13	0.9	4	6	-14	2	i	-6
CCCCC[n+]1ccn(-c2nc3ccccc3nc2[N-]S(=O)(=O)c2ccc(C)cc2)c1	1.5	0.2	-13	-1.7	0	-2	3	4	i	8
CC(Oc1cccc(Cl)c1)C(=O)Nc1ccc([N+](=O)[O-])cn1 (configuration not stated)	0.7	-0.1	-25	-0.1	2	-2	-4	-14	i	-7
COC(=O)c1ccc(CSc2ncnc3c2sc2nc(N4CCOCC4)c4c(c23)CCCC4)o1	4.1	2.4	-105	-0.6	8	34	39	16	+	13
C[C@@H]1CN([C@H](C)CO)C(=O)CCCn2nncc2CO[C@H]1CN(C)C(=O)OCc1ccccc1	-1.4	0.2	6	-0.1	-1	4	nt	4	i	4
COc1ccc(C(=O)CSc2cc(C)nc3nc(C)nn23)cc1OC	-0.2	-0.7	-6	0.0	2	1	-5	1	i	4
Cc1ccc(C(=O)CCC(=O)OCC(=O)N2c3ccccc3NC(=O)C2(C)C)cc1	0.7	1.7	-3	-0.4	4	1	1	4	i	-6
CCOc1ccc(OCCn2c(=S)[nH]c3ccccc32)cc1	0.3	-1.5	-1	-0.8	26	-4	3	2	i	-7
Cn1c(=S)[nH]c2sc3c(c2c1=O)CCC(C(C)(C)C)C3 (configuration not stated)	-1.7	-0.6	2	-0.1	0	0	nt	1	i	0
CCOc1ccc(N2C(=O)CC(N(CCc3ccc(OC)cc3)C(=O)/C=C/C(=O)O)C2=O)cc1 (configuration not stated)	-0.7	-0.9	-2	0.2	-3	0	-3	-1	i	1
NC(=O)c1ccsc1NC(=O)COC(=O)Cc1ccsc1	1.0	-0.5	9	0.2	-6	1	5	2	i	-1
Cc1cccc(NC(=O)CN2CCN(CC(=O)NCc3ccc(Cl)cc3Cl)CC2)c1C	0.6	0.6	-3	0.1	5	-4	3	0	i	1
C/C(=N\NC(=S)NC1CCCCC1)c1ccc(O)cc1	-0.1	0.1	-1	-1.1	-1	3	0	3	i	-1
c1ccc(Nc2ccccc2Nc2ccccn2)nc1	-1.5	-1.4	0	-0.7	3	-2	-6	-2	i	-5
Cc1noc(NS(=O)(=O)c2ccc(N/C=C\C(=O)c3cccs3)cc2)c1C	-0.1	1.2	3	-0.5	2	0	-8	5	i	-2
CCCCCOc1ccc(NC(=O)CSc2cccc3cccnc23)cc1	3.2	-1.0	0	-0.7	1	-12	3	1	i	4
COC(=O)NC1c2ccccc2Oc2ccccc21	-0.5	-0.4	-2	-0.1	-4	-4	-2	-2	i	-5
COc1ccc(OCC(O)CN2CCNCC2)cc1 (configuration not stated)	-3.2	-0.2	-3	-0.5	-1	-1	-5	-4	i	3
OCC[C@@H]1C[C@H](O)[C@@H](O)[C@@]2(OCCc3cc(Cl)ccc32)O1	-1.9	-0.5	-6	0.5	-1	4	nt	7	i	-5
CCOC(=O)C1(CCOc2ccccc2)CCN(Cc2ccc(O)cc2)CC1	1.0	0.2	0	0.9	-1	2	-5	3	i	0
CNc1nc(N)c([N+](=O)[O-])c(Nc2cccc(F)c2)n1	0.9	0.0	-23	1.6	-1	5	-7	-4	i	2
CC(C)C[C@H]1CNC(=S)N1CC1CCCN1C[C@H](Cc1ccccc1)N1C[C@H](Cc2ccccc2)N(CC2CCCCC2)C1=S (some centres not stated)	1.9	1.0	5	-0.5	6	6	nt	-1	i	6
Cc1ccc2c(CC(=O)NC3CCCc4ccccc43)coc2c1 (configuration not stated)	0.0	0.1	-3	-1.3	1	3	16	-12	i	-3
O=C(N/N=C/c1cccnc1)c1ccc2ccccc2c1O	0.0	1.5	-16	-0.3	2	-2	-11	-4	i	4
COc1ccc(OCC(O)CNS(=O)(=O)c2cccs2)cc1 (configuration not stated)	-1.0	-0.4	5	-0.4	0	-1	-7	-2	i	-2
COCCNC(=O)/C(C#N)=C/c1ccc(OCc2ccc(F)cc2)cc1	0.8	1.4	-18	-0.8	-3	-8	-4	3	i	-12
CCOc1ccc(C2C=C(c3ccc(C)cc3)Nc3nnnn32)cc1 (configuration not stated)	2.8	0.4	-16	-1.1	4	3	-3	-13	i	10
O=C(CCNC(=O)C1CCN(S(=O)(=O)c2ccccc2)CC1)NCc1ccncc1	-1.0	0.2	3	0.7	0	1	-11	2	i	-7
O=C(c1ccc(Sc2ccccc2)c([N+](=O)[O-])c1)N1CCOCC1	-1.5	2.1	-37	-0.5	0	2	-4	4	i	-7
O=C(Nc1ccc(NC(=O)c2cccs2)cc1)c1cccs1	-0.3	1.1	1	0.9	-1	-1	-4	3	i	7
CN(NC(=O)C1CC(=O)N(c2ccccc2)C1)C1=NS(=O)(=O)c2ccccc21 (configuration not stated)	-0.3	-0.6	1	-0.6	-1	1	1	-2	i	1
CCOC(=O)c1c(-c2ccccc2)cn2ccccc12	0.9	1.3	-12	-0.8	4	-4	-20	-7	i	-6
Cc1ccc(NC(=O)CSCC(=O)Nc2ncc3c(n2)CC(c2ccco2)CC3=O)cc1 (configuration not stated)	8.3	-0.9	-1	0.0	3	9	13	-2	i	-3
COCCCNC(=O)CN1C(=O)/C(=C\c2ccc(C)cc2)Sc2ccccc21	-2.2	0.2	-14	-0.9	-2	-3	1	5	i	2
COc1ccc2nc(SCC(=O)NCC(F)(F)F)[nH]c2c1	-1.7	0.2	-2	-0.7	1	3	-9	2	i	-3
CCOC(=O)N1CCN(c2ncnc3c2oc2nc(C(C)C)c4c(c23)CCC4)CC1	4.5	0.2	4	-0.2	2	-2	-7	4	i	3
Cc1csc(SCC(=O)N(C)C2CCS(=O)(=O)C2)n1 (configuration not stated)	-0.4	0.7	0	-0.4	2	-2	-3	0	i	-2
C=CCSc1nc2sc(C)c(C)c2c(=O)n1CC=C	2.2	0.1	-2	-0.3	3	-11	-17	0	i	-6
CN(c1ccc(C(=O)Nc2cccc(O)c2)cc1)S(=O)(=O)c1ccccc1	1.0	0.2	11	-0.1	-2	-2	-19	0	i	2
COCOCCn1cc(CN2CCS(=O)(=O)N(Cc3ccc(-c4ccc(OC)cc4)cc3)C(C(C)C)C2=O)nn1 (configuration not stated)	-0.2	-0.2	3	-0.6	-1	-10	nt	-6	i	-8
COc1ccc(CNC(=O)NCc2ccc(OC)c(OC)c2)cc1OC	-0.7	-0.6	2	0.1	-1	5	3	-4	i	-4
CC(C)N1CCc2c(sc(NC(=O)Cc3ccccc3)c2C(N)=O)C1	-1.7	-0.1	3	-0.1	3	4	-7	-5	i	-6
NC(=O)c1ccsc1NC(=O)COC(=O)C1=NNC(=O)CC1	1.8	1.3	4	-0.4	-1	0	-4	3	i	-3
COc1ccc2oc(C)c(C(=O)NN)c2c1	-2.1	0.0	0	-0.8	3	0	-10	-4	i	-7
Cc1ccc(-c2nc(S(=O)(=O)c3ccc(C)cc3)c(N(C)C)o2)cc1	-0.1	-0.3	3	-0.1	-2	0	-5	0	i	1
CC(C)(C)c1ccc(-c2c(C(=O)O)c(C(=O)O)c3n2CSC3)cc1	-1.2	0.5	3	-0.8	4	3	2	17	i	-1
COC(=O)C1=C(C)NC(=S)N(C(C)=O)C1c1ccc(OC)c(OC)c1 (configuration not stated)	-0.9	4.7*	0	-0.2	-1	3	-5	-1	i	-3
COc1ccc(CNC(=O)c2cccc(S(=O)(=O)N3CCN(C)CC3)c2)cc1	0.1	1.1	3	-0.3	-2	-2	1	-6	i	-2
O=C(OCC#CCSc1nnc(-c2cccc3ccccc23)o1)c1ccc(F)cc1	3.4	0.2	4	0.3	3	4	-14	2	i	-7
CC(C)CN(C(=O)COC(=O)c1cc2c(s1)CCC2)C1CCS(=O)(=O)C1 (configuration not stated)	12	0.9	-2	0.1	8	96*	89*	14	i	7
COC(=O)CN1C(=O)C2(OCCCO2)c2cc(Br)ccc21	0.3	-1.1	-2	0.8	-1	0	-2	-1	i	-6
Cc1ccc2nc(CSc3nnc(Nc4ccccc4F)s3)cc(=O)n2c1	2.2	1.1	-12	0.6	3	35	-1	2	i	4
COc1ccc(OCC(O)CN2CCN(c3ccc(OC)cc3)CC2)cc1 (configuration not stated)	-2.1	1.2	1	0.2	0	-2	-5	1	i	-1
COc1ccc(S(=O)(=O)n2ccc(-c3ccc(OCCN(C)c4ccccn4)cc3)n2)cc1	6.8	1.1	0	-0.2	2	-12	10	-4	i	-3

Looked up one by one from the list above, 5 records:
SMILES	LMPTP block	MsrA inh	SUMO1 PPI mod	Tb MetRS inh	STEP block	DNMT1 block	Scp-1 inhibitor	CSN deneddyl inh	Rpn11 inh	NadD block
O=C(OCC#CCSc1nnc(-c2cccc3ccccc23)o1)c1ccc(F)cc1	3.4	0.2	4	0.3	3	4	-14	2	i	-7
COc1ccc2oc(C)c(C(=O)NN)c2c1	-2.1	0.0	0	-0.8	3	0	-10	-4	i	-7
Cc1ccc2nc(CSc3nnc(Nc4ccccc4F)s3)cc(=O)n2c1	2.2	1.1	-12	0.6	3	35	-1	2	i	4
NC(=O)c1ccsc1NC(=O)COC(=O)C1=NNC(=O)CC1	1.8	1.3	4	-0.4	-1	0	-4	3	i	-3
Cc1ccc(-c2nc(S(=O)(=O)c3ccc(C)cc3)c(N(C)C)o2)cc1	-0.1	-0.3	3	-0.1	-2	0	-5	0	i	1

Screening data from PubChem BioAssay.

Rows are unselected; about 3.9% have a hit in one of these screens.
